# Source: PubChem
# PAX8 inh HTS: inhibitors of PAX8-driven TPO luciferase reporter, primary screen, RMG-I cells, single concentration; SteadyGlo, 24 h; inhibition, % at 12.6 µM; 360,000 compounds, 1.2% hits; AID 652154, 2013;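 active = mean replicate inhibition at least 60% with every replicate also reaching 60%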;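 note: luciferase light reporting Pax8 driven TPO promoter activity; plate controls were median of neutral control wells for no effect and mitoxantrone controls for full effect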
# PGC1a acetyl inh: inhibitors of PGC1a acetylation signal, primary screen, cell-based, U2OS, AlphaScreen, inhibitor mode; AlphaScreen anti-acetyl-lysine; with virally co-expressed GCN5 acetyltransferase; 350,000 compounds, 0.17% hits; inhibition, % at 15.6 µM; AID 651687, 2012;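 active = every replicate shows inhibition of at least 40%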;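 note: 0% = neutral control wells and 100% = positive control wells; some results beyond the cut were filed as inactive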
# LGR2 antag: inhibitors of bursicon-induced LGR2 CRE-luciferase signal, primary screen, cell-based, HEK293, CRE-luciferase reporter, bursicon stimulation; bursicon-stimulated, 4 h; 380,000 compounds, 0.35% hits; Drosophila bursicon receptor LGR2 (rickets); inhibition, % at 9.99 µM;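 active = drop in luminescence signal, shown as inhibition above about 50% in the replicate tests, limit read from the data, passing the limit was not always enough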;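 note: agonist challenge used bursicon conditioned medium at about half maximal strength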
# FN deposition inh: inhibitors of fibronectin matrix deposition, primary screen, AH1F cells, Alexa488-fibronectin fluorescence, plate reader; AH1F fibroblasts, overnight; inhibition, % at 12.6 µM; 350,000 compounds, 0.086% hits;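 active = mean inhibition across replicates of 30% or more, regardless of how many single replicates reach that level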;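 note: positive control wells lacked labelled fibronectin entirely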
#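 material = AH1F fibroblast monolayer depositing Alexa488-labelled fibronectin into matrix | amount = 10000 AH1F cells/well | buffer or medium = DMEM plus 2% serum, read in PBS | incubation = 1 h cell adhesion before compound, then overnight fibronectin incubation | detection = fluorescence at 485 nm excitation, 525 nm emission | evaluation = percent inhibition as loss of matrix-bound fibronectin fluorescence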
# ERAP1 HTS inh: human ERAP1 aminopeptidase inhibitors, primary screen, biochemical, single point, plate reader; inhibition, % at 10.7 µM; Endoplasmic reticulum aminopeptidase 1 (Homo sapiens), Q9NZ08; recombinant ERAP1, Leu-AMC fluorescence, 60 min; 340,000 compounds, 0.15% hits;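 active = mean replicate inhibition of at least 30%, or all replicates individually reaching that 30% level; inactive = mean below 30% and not every replicate reaching it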;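 note: 0% = neutral control wells and 100% = L-leucinethiol positive control wells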
# Target sequence (Q9NZ08 whole entry, looked up): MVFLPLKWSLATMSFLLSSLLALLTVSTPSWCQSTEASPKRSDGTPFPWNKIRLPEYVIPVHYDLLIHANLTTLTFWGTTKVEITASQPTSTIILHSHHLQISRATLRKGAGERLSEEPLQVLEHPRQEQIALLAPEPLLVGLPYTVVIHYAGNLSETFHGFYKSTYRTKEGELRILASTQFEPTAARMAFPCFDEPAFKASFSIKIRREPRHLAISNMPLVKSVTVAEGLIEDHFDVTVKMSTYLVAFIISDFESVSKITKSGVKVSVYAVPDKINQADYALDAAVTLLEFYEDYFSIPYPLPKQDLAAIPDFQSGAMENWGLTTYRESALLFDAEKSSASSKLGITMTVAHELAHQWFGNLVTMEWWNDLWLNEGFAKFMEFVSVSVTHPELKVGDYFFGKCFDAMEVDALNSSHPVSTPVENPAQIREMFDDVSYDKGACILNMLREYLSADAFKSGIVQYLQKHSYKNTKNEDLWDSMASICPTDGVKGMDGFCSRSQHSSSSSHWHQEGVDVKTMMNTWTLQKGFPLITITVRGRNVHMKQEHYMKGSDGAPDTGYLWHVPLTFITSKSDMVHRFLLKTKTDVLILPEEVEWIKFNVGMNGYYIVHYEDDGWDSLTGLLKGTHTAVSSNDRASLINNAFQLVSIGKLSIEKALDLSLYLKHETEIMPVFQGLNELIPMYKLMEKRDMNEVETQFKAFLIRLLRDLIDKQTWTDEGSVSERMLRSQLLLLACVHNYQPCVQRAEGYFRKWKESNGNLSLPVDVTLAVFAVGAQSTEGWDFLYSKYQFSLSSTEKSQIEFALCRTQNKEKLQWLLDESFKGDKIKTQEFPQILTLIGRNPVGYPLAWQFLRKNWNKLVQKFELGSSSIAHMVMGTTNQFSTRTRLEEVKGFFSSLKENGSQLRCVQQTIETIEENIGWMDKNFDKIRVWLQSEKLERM
# EWS-Fli block: EWS/Fli-driven NR0B1 reporter inhibitors, primary screen, A673 cells, NR0B1 luciferase, luminescence, MLPCN library; viability-normalised; inhibition, % at 12.6 µM; 350,000 compounds, 0.67% hits; AID 651661, 2012;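 active = mean inhibition of at least 50% after viability correction, with every replicate also passing that limit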;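 note: firefly luciferase signal divided by Alamar Blue viability fluorescence both relative to DMSO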
# S100A4 inh HTS: inhibitors of S100A4-myosin IIA peptide binding, primary screen, biochemical, fluorescence polarization, TAMRA-MyoIIA peptide. Protein S100-A4 (Homo sapiens), P26447. inhibition, % at 10.7 µM. 360,000 compounds, 0.14% hits. AID 652163, 2013;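 active = mean inhibition of at least 70% across replicates, with every replicate also reaching that level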
# Target sequence (P26447 whole entry, looked up): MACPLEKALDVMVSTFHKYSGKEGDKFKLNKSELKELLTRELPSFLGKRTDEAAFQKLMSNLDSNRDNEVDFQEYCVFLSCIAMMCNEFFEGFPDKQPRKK
#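 Compound dosing: one dose per compound; test system: human S100A4 monomer with TAMRA-labelled myosin IIA peptide; probe or stimulus: TAMRA-labelled myosin IIA heavy-chain peptide probe, 5 nM; medium: HEPES buffer with Ca2+, pH 7.2; schedule: 5 min incubation before reading; benchmarks: neutral control DMSO, positive control TFP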
# PglD inh: C. jejuni PglD acetyltransferase inhibitors, primary screen, biochemical, DTNB colorimetric, single point. UDP-N-acetylbacillosamine N-acetyltransferase PglD (Campylobacter jejuni). AID 602405, 2012. inhibition, % at 12.5 µM. purified PglD enzyme, DTNB colorimetric CoA detection. 360,000 compounds, 0.098% hits; in the data active = inhibition above about 16%, passing the limit was not always enough; note: strong numbers were not always called active
# Numbers without * were called inactive; . = no result given.
entry | SMILES | PAX8 inh HTS | PGC1a acetyl inh | LGR2 antag | FN deposition inh | ERAP1 HTS inh | EWS-Fli block | S100A4 inh HTS | PglD inh
1 | CCCCC(=O)N1CCN(c2nc3ccc(OCC)cc3s2)CC1 | -26 | . | -15 | -4 | 0 | -16 | -4 | 4
2 | C/C=C/c1ccc2c(c1)O[C@@H](CN(C)Cc1cccc(F)c1)[C@H](C)CN([C@H](C)CO)S2(=O)=O | . | -4 | 11 | -12 | 1 | 21 | -63 | 1
3 | O=C(NCCN1CCOCC1)C1CCC(CNS(=O)(=O)c2ccccc2)CC1 (stereo unspecified) | -2 | . | -4 | -2 | . | . | . | 0
4 | O=[N+]([O-])c1cc([N+](=O)[O-])c2cccnc2c1Oc1ccccc1O | 24 | 6 | 9 | -1 | 4 | . | -1 | -4
5 | CCCCC(=O)NC(=S)Nc1c(C)cc(Br)cc1C | -27 | 6 | 11 | 6 | 2 | -5 | 1 | 5
6 | COc1cnc(-c2ccccn2)nc1Sc1ccc(F)cc1 | -17 | . | 13 | . | 8 | 29 | 16 | .
7 | COc1ccc(NC(=O)Nc2cccc3c2O[C@@H](CN(C)C(=O)Nc2c(C)noc2C)[C@H](C)CN([C@@H](C)CO)C3=O)cc1 | -13 | 11 | -1 | -6 | -3 | 5 | -6 | 3
8 | Cc1ccccc1NS(=O)(=O)c1nnc(NC(=O)c2ccccc2C)s1 | -6 | 0 | -12 | -10 | -1 | 7 | 1 | 5
9 | CCN(CC(=O)Nc1ccccc1C(F)(F)F)C(=O)c1oc2ccc(OC)cc2c1C | -116 | . | -44 | 0 | -4 | -78 | -1 | .
10 | CC(=O)C1=CCC(c2ccc(C)cc2)N(S(=O)(=O)c2ccc(C)cc2)C1 (stereo unspecified) | -3 | 5 | . | -2 | -1 | -16 | 3 | -3
11 | O=C(NCC1CCCO1)c1csc2c1CCCC2 (stereo unspecified) | . | . | -21 | . | -1 | -17 | 2 | 0
12 | COCCN(CCOC)C(=O)COC(=O)c1ccc(Cl)c(S(=O)(=O)N(C)c2ccccc2)c1 | 15 | . | . | -3 | -2 | -9 | -4 | .
13 | COc1ccc2cc(CCNC(=O)c3cccc([N+](=O)[O-])c3)c(=O)[nH]c2c1 | 15 | . | -10 | . | -3 | 7 | 1 | .
14 | CCn1nc(C(=O)NCC(c2cccs2)N2CCOCC2)c2ccccc2c1=O (stereo unspecified) | 16 | -6 | -14 | 3 | -8 | . | 2 | 1
15 | CC(C)n1c(NCc2ccccc2O)nc2ccccc21 | -6 | 8 | -15 | 2 | -1 | 3 | 1 | 6
16 | Cc1cc(C)nc(N/N=C/c2cccc([N+](=O)[O-])c2)n1 | -12 | 2 | . | -3 | . | -26 | -4 | 2
17 | CCCCOC(=O)c1ccc(NC(c2ccc(C)cc2)P(=O)(OC)OC)cc1 (stereo unspecified) | 6 | . | -17 | 2 | 1 | 11 | 0 | .
18 | CN(C(=O)COc1ccc2c(-c3ccccc3)cc(=O)oc2c1)C1CCS(=O)(=O)C1 (stereo unspecified) | -10 | -9 | -12 | -7 | 2 | . | -2 | 3
19 | Nc1ccccc1SCC(=O)Nc1nc(-c2ccccc2)cs1 | -20 | 3 | -51 | . | 1 | -10 | -1 | -2
20 | CC1CCN(c2nc3ccc(C(=O)N4CCN(Cc5ccc6c(c5)OCO6)CC4)cc3s2)CC1 | -122 | -8 | -67 | 0 | 2 | -60 | 2 | 4

# Complete entries as entered above:
# COc1ccc2cc(CCNC(=O)c3cccc([N+](=O)[O-])c3)c(=O)[nH]c2c1 is entered as PAX8 inh HTS = 15; PGC1a acetyl inh = .; LGR2 antag = -10; FN deposition inh = .; ERAP1 HTS inh = -3; EWS-Fli block = 7; S100A4 inh HTS = 1; PglD inh = .
# CCCCC(=O)NC(=S)Nc1c(C)cc(Br)cc1C is entered as PAX8 inh HTS = -27; PGC1a acetyl inh = 6; LGR2 antag = 11; FN deposition inh = 6; ERAP1 HTS inh = 2; EWS-Fli block = -5; S100A4 inh HTS = 1; PglD inh = 5
# O=C(NCCN1CCOCC1)C1CCC(CNS(=O)(=O)c2ccccc2)CC1 (stereo unspecified) is entered as PAX8 inh HTS = -2; PGC1a acetyl inh = .; LGR2 antag = -4; FN deposition inh = -2; ERAP1 HTS inh = .; EWS-Fli block = .; S100A4 inh HTS = .; PglD inh = 0

# The results go on:
entry | SMILES | PAX8 inh HTS | PGC1a acetyl inh | LGR2 antag | FN deposition inh | ERAP1 HTS inh | EWS-Fli block | S100A4 inh HTS | PglD inh
21 | CC(C)Oc1ccc(C(=O)CCN2CCOCC2)cc1 | 42 | . | -2 | 3 | -4 | 6 | 1 | .
22 | Cc1ccccc1-c1nc(CN2CCSCC2)c(C)o1 | 7 | . | -18 | 6 | 2 | -7 | 0 | -4
23 | CC(=O)NC1=NC(=O)/C(=C/N2CCCCC2)S1 | . | 6 | 16 | -5 | . | . | . | -2
24 | CC(C)C[C@@H](CN1CCCC1CN1C(=S)NC[C@@H]1Cc1ccccc1)N1C[C@H](Cc2ccccc2)N(CC2CCCCC2)C1=S (stereo partly specified) | 14 | . | . | 1 | 1 | 0 | 11 | .
25 | NC(=O)CSc1nnc(-c2cccc(S(=O)(=O)N3CCCCC3)c2)o1 | -21 | . | -9 | -2 | 0 | 4 | 2 | .
26 | CC1CC(C)CN(C(=O)CSc2nnc(-c3ccc(Cl)s3)o2)C1 (stereo unspecified) | -7 | 1 | 29 | -9 | -1 | -4 | -2 | 4
27 | CC(N)c1csc(Nc2nncc3ccccc23)n1 (stereo unspecified) | -33 | -8 | -35 | 1 | 3 | -22 | 8 | 4
28 | COc1ccc(-n2c(C)cc(C(=O)CSc3nn4c(=O)c(C(C)(C)C)nnc4s3)c2C)cc1 | 1 | 2 | . | -17 | 1 | . | -7 | -3
29 | Nc1c(C(=O)N/N=C/c2ccc(Cl)cc2)cnn1-c1ccccc1 | -2 | -1 | -7 | 8 | . | -1 | 4 | 2
30 | C/C=C/c1cnc2c(c1)C(=O)N([C@@H](C)CO)C[C@@H](C)[C@H](CN(C)C(=O)Cc1cccnc1)O2 | -3 | -5 | 6 | . | 1 | 1 | 29 | -3
31 | Cc1ccc(C(=O)N2CCOCC2)cc1[N+](=O)[O-] | -7 | . | 14 | 7 | . | . | . | 6
32 | C/C(N)=C(/C#N)C(=O)COC(=O)CSc1ccccc1 | 2 | 10 | . | -4 | . | . | . | 3
33 | CCOc1ccc(C(=O)OCC(=O)NCc2ccccc2)cc1OCC | -3 | . | -5 | -4 | -5 | 6 | 0 | 0
34 | C[C@@H]1CN([C@H](C)CO)C(=O)c2cccc(NC(=O)Nc3ccccc3)c2O[C@@H]1CN(C)C | -12 | 3 | -8 | 3 | 2 | 7 | 5 | 12
35 | CN(C)C(=O)c1ccc(-c2ccc3c(c2)[C@H]2[C@H](CCN2C(=O)c2cnccn2)[C@@H](CO)N3)cc1 | 11 | 3 | 8 | -27 | -2 | -3 | 16 | -3
36 | CC1=NC(=O)C(N=Nc2ccccc2C(=O)O)N1c1ccccc1 (stereo unspecified) | -4 | -5 | 9 | 0 | 2 | 5 | -2 | .
37 | C[C@@H]1CCCCO[C@@H](CN(C)Cc2ccc(Cl)c(Cl)c2)[C@H](C)CN([C@@H](C)CO)C(=O)c2cc(NS(=O)(=O)c3ccccc3)ccc2O1 | 95* | -20 | 10 | . | -4 | 10 | -1 | 0
38 | COc1ccc(CN2CCN(Cc3ccc(CO)o3)CC2CCO)cc1C (stereo unspecified) | 10 | 0 | 22 | -1 | -1 | 2 | -7 | 14
39 | Cc1csc(NC(=O)c2ccc(C)o2)n1 | -108 | . | -28 | -2 | -4 | -28 | -2 | .
40 | COc1cc(CNC(=O)Nc2nnc([C@H]3C[C@H](O)[C@@H](CO)O3)s2)cc(OC)c1OC | 3 | . | 0 | 2 | 11 | 2 | -1 | 3
41 | Cc1cccc(-c2noc(CN(C)C(=O)c3ccc4c(c3)OCO4)n2)c1 | 13 | 8 | 5 | 3 | 0 | -2 | 1 | 4
42 | COc1cccc(-c2ccc([C@H]3[C@@H](CO)N(C(=O)Cc4ccncc4)[C@H]3C#N)cc2)c1 | 10 | -5 | -8 | . | -5 | 1 | -63 | -1
43 | C[C@H](O)[C@@H]1C(=O)N2CCc3ccc(N4CCOCC4)cc3[C@@H]2C[C@@H]1N(C)C(=O)Nc1ccccc1 | -2 | 8 | -1 | 2 | -6 | -13 | -2 | 1
44 | CCN(CC)C(=O)COc1ccc(CC(=O)O)cc1OC | 16 | -5 | . | 2 | . | . | . | -7
45 | Cc1cc(=O)n2[nH]c(C(F)(F)F)c(-c3ccccc3)c2n1 | . | 4 | -1 | . | 2 | . | 29 | -2
46 | CCOC(=O)N1CCN(c2nnc(-c3ccccc3)c3ccccc23)CC1 | 5 | -43 | 8 | -4 | -4 | -10 | 2 | 4
47 | CC1=NN(C(=O)CCc2ccccc2)C(O)(c2ccncc2)C1 (stereo unspecified) | 15 | . | -19 | 2 | 0 | -7 | 0 | .
48 | CCOc1ccc(CCNC(=O)COC(=O)C2CCN(c3ccc(C(F)(F)F)cn3)CC2)cc1OCC | -4 | 11 | -15 | -11 | -2 | -1 | -2 | -2
49 | Cn1cc(S(=O)(=O)N2CCCC2)cc1C(=O)NCCc1ccccc1 | 1 | 12 | -6 | 2 | 2 | -3 | 2 | -2
50 | CSCCC(Nc1ncnc2ccc(Br)cc12)C(=O)O (stereo unspecified) | . | 1 | -7 | . | -1 | . | 1 | 5
51 | O=C(NC1CCCCC1)C1c2ccccc2OCC(=O)N1Cc1ccccn1 (stereo unspecified) | 6 | . | -1 | 0 | -3 | 2 | -7 | .
52 | Cn1c(=O)cc(OCCCC(=O)Nc2cccc(Cl)c2)c2ccccc21 | -14 | . | 4 | 3 | 1 | 30 | -2 | 0
53 | CC12CCC(=O)N1C(C(=O)Nc1nc(-c3ccccc3Cl)cs1)CS2 (stereo unspecified) | -16 | . | -24 | 0 | 0 | -18 | -2 | -3
54 | O=C(N[C@H]1C=C[C@@H](CC(=O)N2CCCCC2)O[C@H]1CO)c1ccc2c(c1)OCO2 | 4 | 7 | -3 | -10 | 3 | 1 | -5 | 16*
55 | CC(=O)Nc1ccc(NC(=O)Cc2ccc(S(=O)(=O)N3CCCCC3)s2)cc1 | 2 | 8 | 18 | 12 | . | . | . | 1

# Structures listed above printed as active in PglD inh:
No.	compound	PGC1a acetyl inh	LGR2 antag	ERAP1 HTS inh	S100A4 inh HTS	PglD inh
54	O=C(N[C@H]1C=C[C@@H](CC(=O)N2CCCCC2)O[C@H]1CO)c1ccc2c(c1)OCO2	7	-3	3	-5	16*

# Rows are unselected; any-hit rate near 2.1%.
